RT RNaseH block = inhibitors of HIV-1 reverse transcriptase RNase H | RT-RNase H RNA/DNA duplex cleavage, fluorescence | inhibition, % at 10 µM | actives 1.9% (n = 65,000) | AID 565; in the data active means inhibition above about 50%
RmlCD inh mix = inhibitors of RmlC and RmlD coupled enzymes; actives 0.39% (n = 110,000); RmlC/RmlD coupled enzyme inhibition, 384-well mixture HTS; inhibition, % at 5.5 µM; in the data active means inhibition above about 30%, passing the limit was not always enough; further: strong numbers were not always called active
* hit, by the source's call; i = inactive; nt = not tested or not shown. This is a subset; count on the stated rates, not on these rows.

SMILES	RT RNaseH block	RmlCD inh mix
COc1cc(S(=O)(=O)NCC2COCCO2)ccc1-n1cnnn1 (centres undefined)	0	3
COc1ccc(N2CC(O)=C(c3nc(C)cs3)C2=N)cc1	-4	7
Cc1ccc(CNC(=O)CCc2nc3ccccc3c(=O)[nH]2)cc1	-28	-69
O=C(O)CCSc1nnc(-c2cccnc2)n1-c1ccccc1	nt	-6
CC1CCN(C(=O)C2CCN(CCCc3ccccc3)CC2)CC1	-3	-9
CC(C)(C)SCCNC(=O)CN(c1ccc(F)cc1)S(C)(=O)=O	-1	16
Cc1sc2nc(C)n(/N=C/c3ccccc3)c(=O)c2c1C	nt	-6
CCOC(=O)c1[nH]c(C)c(C(=O)NCCN2CCOCC2)c1C	-12	8
COc1cccc(Cn2nnc(C(=O)Nc3cc(Cl)ccc3OC)c2N)c1	-46	-10
Cc1cc(=O)oc(C)c1C(=O)NCC1COc2ccccc2O1 (centres undefined)	2	25
Cc1ccc(C(=O)n2cnnc2N)cc1C	-4	27
CC1=C(C(=O)OCCOC(C)C)C(c2cccnc2)C2=C(CCCC2=O)N1 (centres undefined)	-9	15
COCCNC(=O)CSc1nc2cc3c(cc2c(=O)n1Cc1ccco1)OCO3	nt	-7
CCc1nc(SCC(=O)N2CCCc3ccccc32)c2oc3ccccc3c2n1	nt	-7
Cc1ccc(CSc2nnc(-c3cccnc3)o2)cc1	nt	108
O=C(NCCc1ccc(Cl)cc1)C1CCC(=O)N1C1CCCC1 (centres undefined)	-12	-7
Cc1ccnc(NS(=O)(=O)c2ccc(CC(C)C)cc2)c1	nt	8
Cc1nnc(Sc2nc3c(c(=O)n(C)c(=O)n3C)n2Cc2ccccc2Cl)s1	-1	3
NS(=O)(=O)c1ccc(CCNC(=O)C2CCCN(S(=O)(=O)c3cccnc3)C2)cc1 (centres undefined)	-10	13
NCC[C@H](O)C(=O)N[C@@H]1C[C@H](N)[C@@H](O[C@H]2O[C@H](CN)[C@@H](O)[C@H](O)[C@H]2O)[C@H](O)[C@H]1O[C@H]1O[C@H](CO)[C@@H](O)[C@H](N)[C@H]1O	7	nt

As entered above:
RmlCD inh mix, `Cc1nnc(Sc2nc3c(c(=O)n(C)c(=O)n3C)n2Cc2ccccc2Cl)s1` is entered as 3
RT RNaseH block, `CC1=C(C(=O)OCCOC(C)C)C(c2cccnc2)C2=C(CCCC2=O)N1` (centres undefined) is entered as -9
RT RNaseH block, `CC1CCN(C(=O)C2CCN(CCCc3ccccc3)CC2)CC1` is entered as -3

Carrying on:
SMILES	RT RNaseH block	RmlCD inh mix
CCCNC(=O)c1cc(-c2ccc(OC)cc2)on1	-2	-4
Cc1ccc(-c2nnc(SCc3ccc(C#N)cc3)n2Cc2ccco2)cc1	nt	2
CN(C)CCNC(=O)c1c(CSc2ccccc2)noc1C(=O)NCc1ccccc1	nt	-147
O=C1CS/C(=C\[N+](=O)[O-])N1c1ccc(OC(F)(F)F)cc1	nt	-5
Cc1ccc(C)n1-c1nc(=S)[nH][nH]1	nt	12
Cc1cc(C)c(C)c(S(=O)(=O)ON2C(=O)c3ccccc3C2=O)c1C	nt	114*
O=C(CN(Cc1ccco1)C(=O)c1cccc(Cl)c1)Nc1c(Cl)cc(Cl)cc1Cl	nt	5
Cc1cc(NC(=O)CCCC(=O)N(c2ccccc2)C(C(=O)NC2CCCCC2)c2cccs2)no1 (centres undefined)	nt	4
O=C(NC1CC1)C1CCCN(C(=O)Nc2ccc(F)cc2)C1 (centres undefined)	-12	nt
Cc1cc(=O)oc(C)c1C(=O)NCc1cccnc1	nt	-4
CC(C)Cc1cc(C(=O)Nc2cc(C(F)(F)F)ccc2Cl)no1	nt	-22
O=C(Cn1nc(-c2ccccc2)c2ccccc2c1=O)NCCN1CCOCC1	4	6
CCC12CCCN3CCC4(C(=C(C(=O)OC)C1)Nc1ccccc14)C32 (centres undefined)	1	6
COC(=O)C(C)Sc1snnc1-c1ccccc1 (centres undefined)	nt	-7
Cn1cnc2cc(NC(=O)c3ccc(Cl)cc3)ccc21	-9	2
CCc1ccccc1NC(=O)C(CC)Sc1nc2cc3c(cc2c(=O)n1Cc1ccco1)OCO3 (centres undefined)	78*	-13
O=C(Cc1cn2ccsc2n1)Nc1ccccc1Oc1ccccc1	-8	4
O=S(=O)(c1cccc2nsnc12)N1CCN(c2ncccn2)CC1	40	-11
CC1=C(C/C=C(\C)CCC[C@H](C)CCC[C@H](C)CCCC(C)C)C(=O)c2ccccc2C1=O	nt	-12
CC(C)(C)NC(=O)c1ccc(COc2ccccc2Br)o1	22	nt
COc1ccc(Oc2cc(C)c3ccccc3n2)cc1	nt	15
O=C1c2ccccc2C(=O)N1CCCc1nc2ccccc2c(=O)n1Cc1ccco1	-6	-7
CCCCOC(=O)c1ccc(-c2ccc(/C=N/NC(=S)NCC)o2)cc1	nt	16
CCn1c(SCC(=O)NCc2ccccc2)nnc1-c1ccccc1O	-4	-10
CCCCCCC1CCC(c2nc(-c3ccncc3)no2)CC1 (centres undefined)	nt	2
O=C(CCNC(=O)Cn1ccc2ccccc2c1=O)NCCN1CCN(c2cccc(Cl)c2)CC1	-61	-2
NC(=O)NC1NC(=O)NC1=O (centres undefined)	nt	-11
CCOc1cc2c(C#N)c(N3CCCCC3)nc(N)c2c(N)n1	nt	-10
CCOC(=O)C1CN(S(=O)(=O)c2cccc(C(F)(F)F)c2)c2cc(CC(=O)OC)ccc2O1 (centres undefined)	nt	8
c1ccc(-c2csc(NNC3=NCCCCC3)n2)cc1	nt	-1
O=C(CCC(=O)Nc1nnc(C2CCCCC2)s1)NCC1CCCO1 (centres undefined)	nt	-11
COc1ccc(-n2cc(C(=O)c3cc4ccccc4oc3=O)c(C(C)=O)n2)cc1	nt	-6
Cc1[nH]nc2c1C(c1cccc(O)c1)C1=C(CC(C)(C)CC1=O)N2 (centres undefined)	-20	28
COc1ccc(NC(=O)Cn2nc3n(c2=S)CCC3)cc1	-5	-15
CCOc1nc(NCCO)nc(NCCC2=CCCCC2)n1	nt	23
CCOC(=O)c1[nH]c(C)c(C(=O)NC2CCCCC2)c1C	-3	-11
O=C(NCCc1cccc(Cl)c1)c1cccnc1	-1	3
Cc1cc(C)n(C(=O)c2cc3c(s2)CCCC3)n1	nt	2
COC(=O)Cc1cc(=O)[nH]c(/N=C(\N)Nc2ccccc2C)n1	nt	-4
Cc1ccc(C(=O)c2cn[nH]c2-c2cc(Cl)ccc2O)cc1	-24	14
O=C(Nc1ccnc(-c2cccnc2)n1)c1ccc(Cl)c(Cl)c1	nt	-3
CC(C)(C)NC(=O)CN(C(=O)CS(=O)CC(=O)Nc1ccc(F)cc1)c1ccc(F)c(Cl)c1 (centres undefined)	-5	6
Cc1ccc(C)c(NC(=O)c2nnn(Cc3ccccc3C)c2N)c1	-55	-1
CC(C)(C)C(=O)c1no[n+]([O-])c1/C(=N/O)C(C)(C)C	-8	-9
Cc1ccc(C(=O)Nc2ccncc2)o1	-7	10
O=C(Nc1ccccc1C(F)(F)F)N1CCN(c2ccc3nncn3n2)CC1	-5	-19
COc1ccc(N2CCN(C(=O)CCCN3C(=O)c4cccc5cccc(c45)C3=O)CC2)cc1	nt	4
Cc1cccc(NC(=O)c2ccccc2OCC(=O)N2CCOCC2)c1C	-2	-9
CC(C)c1cc(N2CCN(C(=O)c3ccco3)CC2)n2c(nc3ccccc32)c1C#N	-19	22
Cc1ccc(SCCNC(=O)c2cccc([N+](=O)[O-])c2C)cc1	nt	1
CNC(=O)Cn1nc(C)c2ccccc2c1=O	-20	55
CCOC(=O)C(CC)n1cnc2c(oc3ccccc32)c1=O (centres undefined)	-17	-15
COC(=O)c1sccc1NS(=O)(=O)c1ccc(OC)cc1	-46	3
COc1ccccc1NC(=O)N(Cc1ccccc1)C1=NCC(C)S1 (centres undefined)	-19	6
N#Cc1nc(-c2cccc3ccccc23)oc1NCCN1CCCCC1	nt	21
CCOC(=O)c1cc(C)n(Cc2cccc(OC)c2OC)c1C	-2	-2
O=C(c1ccccc1)N1CCC(c2nc3c(nnn3Cc3ccco3)c(=O)[nH]2)CC1	nt	-6
O=C(CN1CCCN(S(=O)(=O)c2ccc(Br)cc2)CC1)Nc1ccc2c(c1)OCO2	-19	15
O=C(N1CCCCC1)N1CCCN(C(=O)N2CCCCC2)CC1	-8	4
Cc1cnn(C(=S)NCC2CCCO2)c1 (centres undefined)	-8	-17
(continued)
SMILES	RT RNaseH block	RmlCD inh mix
O=C(N1CCCC1)C12CCC3CC(CC(C3)C1)C2	nt	21
COc1ccc(-n2c(Cc3cccn3C)nnc2SCC(=O)Nc2ccc3c(c2)OCCO3)cc1	-48	5
O=C(COc1ncnc2ccc(Br)cc12)NCc1ccc2c(c1)OCO2	nt	6
CN1C(=O)/C(=N\OC(=O)c2cccc3ccccc23)c2ccccc21	nt	-9
Cc1cc(NS(=O)(=O)c2ccccc2)cc(Cl)c1O	78*	-6
CCOc1ccc(-c2nn(-c3ccccc3)cc2/C=C2\SC(=S)N(C3CCS(=O)(=O)C3)C2=O)cc1 (centres undefined)	nt	11
COc1cccc2c1OCC(C(=O)NCc1ccc(Cl)cc1Cl)=C2	nt	-6
Cc1oc(-c2ccccc2F)nc1CN1CCC(C(=O)NCc2cccnc2)CC1	-10	18
Cc1ccc(C)c(NC(=O)Cn2nc(-c3ccccc3)nc2-c2ccccc2)c1	nt	7
COC(=O)C1=C(C(=O)OC)[C@@H]2N(C)c3ccc(OC)cc3[C@@]23C[C@@H](C(=O)OC)N(C(=O)NC2CCCCC2)C3=N1	nt	-2
Cn1c(=O)c2c(nc(NCCO)n2CCc2ccccc2)n(C)c1=O	1	-12
CCCN1CCN(CCCNC(=O)Cn2nc(-c3ccc(C)cc3)ccc2=O)CC1	-24	-15
Cc1noc(C)c1C(c1ccccc1)c1ccccc1	nt	-14
Cc1nc2ncnn2c(N2CCN(C(=O)c3cccc(F)c3)CC2)c1C	nt	-6
COc1ccc(N(C(=O)c2ccc(S(=O)(=O)N3CCOCC3)cc2)C2C=CS(=O)(=O)C2)cc1 (centres undefined)	-9	-24
CSc1nc(-c2ccccc2)nc(SC)c1C(C)=O	-8	10
COc1cc(OC)cc(C(=O)NC(=S)N2CCN(c3ccc(C(F)(F)F)cc3[N+](=O)[O-])CC2)c1	nt	-7
CS(=O)(=O)Nc1ccc(C(=O)NCc2ccc3c(c2)OCO3)cc1	-6	10
COc1ccc(Nc2nc(C)cc(C)c2C(N)=O)cc1	nt	-10
COc1ccccc1CCn1c(N)c(C#N)c2nc3ccccc3nc21	nt	83
CC(C)[C@H](NC(=O)OC(C)(C)C)c1nnc(SCC(=O)Nc2ccc(Br)cc2)o1	-22	-12
CC(=O)N1c2ccccc2C(C)(C)C2CCC(C)CC21 (centres undefined)	nt	-7
Cc1cc(Cl)c(S(=O)(=O)N2CCN(c3ccc(F)cc3)CC2)cc1OCC(N)=O	0	i
Cc1ccc(CNC(=O)COC(=O)c2cnccn2)cc1	nt	7
CC(=O)c1sc(NC(=O)c2ccco2)nc1-c1ccccc1	-7	-9
O=C(CSc1ncnc2c1oc1ccccc12)NCc1ccc(F)cc1	8	4
COc1ccc(C)cc1NC(=O)CN1CCN(C/C=C/c2ccccc2)CC1	nt	3
FC(F)(F)c1cnc(-n2cc[nH]c2=S)c(Cl)c1	nt	-77
CC(C)(C)C(=O)Nc1ccc(C(=O)Nc2cccnc2)cc1	nt	-8
O=S(=O)(NCCc1ccccn1)c1cccs1	-23	-9
O=C(CSC1=Nc2ccccc2C2=NC(c3ccccc3)C(=O)N12)NC1CCCCC1 (centres undefined)	nt	-6
Cc1ccc(CN=Cc2[nH]c3ccc(Br)c(Cl)c3c2O)cc1	nt	1
CCC(OC(=O)c1cccs1)C(=O)NCc1ccc2c(c1)OCO2 (centres undefined)	2	8
C#CCOCCOCCOCCNc1nc(N2CCN(C(=O)C([C@@H](C)CC)n3cc(C(N)Cc4ccc(O)cc4)nn3)CC2)nc(N2CCN(C(=O)[C@H](CCC(=O)O)n3cc(C(N)CO)nn3)CC2)n1 (some centres undefined)	nt	-11
O=S(Cc1ccc(Cl)cc1)CC(O)COCc1ccc(Cl)cc1 (centres undefined)	-65	-9
OCCCc1nc2n(n1)C(c1cccs1)C=C(c1ccc(Br)cc1)N2 (centres undefined)	nt	1
CC1(C)NC(=O)N(CC(O)CN2CCCC2)C1=O (centres undefined)	-3	23
O=C(CN1C(=O)CSc2ccccc21)NC1CCCC1	2	nt

One compound at a time, as listed above. Order of values: RT RNaseH block, RmlCD inh mix
Record of Cc1ccc(CNC(=O)COC(=O)c2cnccn2)cc1 = nt, 7
Record of O=C(CSc1ncnc2c1oc1ccccc12)NCc1ccc(F)cc1 = 8, 4

Of the compounds above, these contain fluorine:
SMILES	RT RNaseH block	RmlCD inh mix
CC(C)(C)SCCNC(=O)CN(c1ccc(F)cc1)S(C)(=O)=O	-1	16
O=C1CS/C(=C\[N+](=O)[O-])N1c1ccc(OC(F)(F)F)cc1	nt	-5
O=C(NC1CC1)C1CCCN(C(=O)Nc2ccc(F)cc2)C1 (centres undefined)	-12	nt
CC(C)Cc1cc(C(=O)Nc2cc(C(F)(F)F)ccc2Cl)no1	nt	-22
CCOC(=O)C1CN(S(=O)(=O)c2cccc(C(F)(F)F)c2)c2cc(CC(=O)OC)ccc2O1 (centres undefined)	nt	8
CC(C)(C)NC(=O)CN(C(=O)CS(=O)CC(=O)Nc1ccc(F)cc1)c1ccc(F)c(Cl)c1 (centres undefined)	-5	6
O=C(Nc1ccccc1C(F)(F)F)N1CCN(c2ccc3nncn3n2)CC1	-5	-19
Cc1oc(-c2ccccc2F)nc1CN1CCC(C(=O)NCc2cccnc2)CC1	-10	18
Cc1nc2ncnn2c(N2CCN(C(=O)c3cccc(F)c3)CC2)c1C	nt	-6
COc1cc(OC)cc(C(=O)NC(=S)N2CCN(c3ccc(C(F)(F)F)cc3[N+](=O)[O-])CC2)c1	nt	-7
Cc1cc(Cl)c(S(=O)(=O)N2CCN(c3ccc(F)cc3)CC2)cc1OCC(N)=O	0	i
O=C(CSc1ncnc2c1oc1ccccc12)NCc1ccc(F)cc1	8	4
FC(F)(F)c1cnc(-n2cc[nH]c2=S)c(Cl)c1	nt	-77

Screening data from PubChem.
